Screening data from PubChem BioAssay.
M1 ag – agonists of human M1 muscarinic receptor | activation, % at 3 µM | CHO-K1 hM1, Fluo-8 calcium fluorescence, agonist mode; 0% DMSO, 100% acetylcholine EC100 | AID 588814 | hit rate 0.33% among 360,000;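 active = activation above the run's mean compound activation plus 3 SD, cut at about 16% in these data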;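 also: peak over basal fluorescence ratio within a 140 s kinetic read after compound addition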
M1 ag parental – M1 agonist counterscreen hit in parental CHO-K1 cells; Fluo-8 calcium fluorescence; scaled to maximal ATP response, vehicle zero; activation, % at 3 µM; hit rate 0.48% among 360,000; AID 602248; in the data active = activation above about 15%;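 also: untransfected CHO-K1 host cells lacking M1 receptor as counterscreen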
CHO-K1 Ca antag – nonselective inhibitor or artifact in parental CHO-K1 cells; ATP-induced calcium, Fluo-8 fluorescence; hit rate 0.6% among 360,000; AID 602250; inhibition, % at 3 µM;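 active = inhibition above a per-plate cutoff, the plate's mean sample inhibition plus 3 SD, cut at about 24% in these data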;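 also: 0% = DMSO plus EC80 ATP and 100% = DMSO alone without ATP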
M1 PAM parental – nonselective activator or artifact in parental CHO-K1 calcium assay; ATP EC20, Fluo-8 calcium fluorescence; 0% at ATP EC20, 100% at ATP max; activation, % at 3 µM; hit rate 0.02% among 360,000;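 active = activation above the run cutoff, the mean activation of all test compounds plus 3 SD, cut at about 40% in these data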;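 also: peak over basal fluorescence ratio in a 140 s read after ATP addition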
V1aR counter – counter-screen for oxytocin receptor agonists: human V1a receptor agonists | P37288 | CHO-V1R cells, Fluo-8 calcium fluorescence, agonist mode; 0% DMSO, 100% 3 nM vasopressin | activation, % at 3 µM | hit rate 0.25% among 320,000;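 active = activation above the mean activation of all tested compounds plus 3 SD, per screening run, cut at about 20% in these data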;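 also: signal is peak over basal fluorescence ratio across a 100 second FLIPR read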
TAAR1 agonist – human TAAR1 agonism | activation, % at 3 µM | Q96RJ0 | AID 624467 | CHO RD-HGA16 TAAR1, Fluo-8 calcium fluorescence; vehicle wells 0%, saturating PEA agonist 100% | hit rate 0.99% among 360,000;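 active = activation above the mean activation of all test compounds in the run plus 3 SD, cut at about 38% in these data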
Target sequence (Q96RJ0 whole entry, looked up): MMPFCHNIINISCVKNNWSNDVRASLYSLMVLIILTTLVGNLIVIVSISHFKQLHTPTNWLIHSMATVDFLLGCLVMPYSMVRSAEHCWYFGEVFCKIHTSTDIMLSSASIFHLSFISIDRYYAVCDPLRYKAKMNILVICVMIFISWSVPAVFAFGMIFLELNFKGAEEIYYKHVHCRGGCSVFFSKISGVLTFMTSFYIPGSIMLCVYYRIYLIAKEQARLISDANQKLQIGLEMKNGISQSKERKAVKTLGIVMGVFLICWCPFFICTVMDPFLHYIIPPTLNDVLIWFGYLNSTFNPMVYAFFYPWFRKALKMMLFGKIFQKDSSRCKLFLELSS
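test system = CHO RD-HGA16 cells carrying human TAAR1 plus Gα16 | schedule = 17-24 h seeding, 75 min 37 °C dye, 30 min RT | compound dosing = 3 µM single concentration | control set = DMSO and PEA EC100 | replicates = n 1 | signal = Fluo-8 fluorescence, 5 s baseline then 140 s kinetic read | measure = percent activation vs PEA EC100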
OXTR potentiate – potentiates the human oxytocin receptor response; P30559; CHO-OTR cells, Fluo-8 calcium fluorescence, potentiator mode; 0% = oxytocin EC15, 100% = EC100; activation, % at 3 µM; hit rate 0.061% among 320,000; AID 2445;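 active = activation above that plate's cutoff, the mean activation of tested compounds plus 3 SD, cut at about 6.6% in these data, passing the limit was not always enough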;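 also: 100% uses oxytocin at 75 nM as the full agonist control; some results filed as inactive read as strong as hits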
Target sequence (P30559 whole entry, looked up): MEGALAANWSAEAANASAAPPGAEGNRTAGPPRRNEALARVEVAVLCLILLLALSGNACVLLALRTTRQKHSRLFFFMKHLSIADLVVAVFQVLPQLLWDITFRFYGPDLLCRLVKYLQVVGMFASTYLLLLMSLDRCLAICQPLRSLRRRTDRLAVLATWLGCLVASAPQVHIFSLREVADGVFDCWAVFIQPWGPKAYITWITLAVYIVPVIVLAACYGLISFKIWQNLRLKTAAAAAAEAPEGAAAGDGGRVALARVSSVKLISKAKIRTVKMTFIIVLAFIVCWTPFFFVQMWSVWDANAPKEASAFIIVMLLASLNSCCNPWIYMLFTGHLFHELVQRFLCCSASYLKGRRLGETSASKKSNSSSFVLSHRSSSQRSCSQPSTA
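Material: CHO-OTR cells, human receptor; compound dosing: single dose, 3.0 µM nominal final compound concentration; schedule: 6 min compound pre-incubation at room temperature, 100 s kinetic read; measured by: kinetic Fluo-8 calcium fluorescence; read-out basis: % activation vs EC15 and EC100 oxytocin; controls: EC15 oxytocin alone as 0%, 75 nM oxytocin as 100%; replicates: singlicate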
CHO parental Ca – counter-screen: ATP calcium response change in parental CHO cells. parental CHO-K1, ATP-induced calcium, Fluo-8 fluorescence. hit rate 0.63% among 330,000. AID 463079. inhibition, % at 5.6 µM;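 active = inhibition above that plate's mean sample inhibition plus 3 SD, cut at about 26% in these data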;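 also: 0% = ATP-challenged DMSO wells and 100% = DMSO wells without ATP; some compounds past the cut are filed as inactive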
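test system = CHO parental line | reagent = ATP stimulus | measured by = intracellular calcium via Fluo-8 no-wash fluorescent dye | control set = ATP and no-ATP DMSO wells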
TAAR1 antagonist – antagonists of human TAAR1. Q96RJ0. CHO RD-HGA16 TAAR1, Fluo-8 calcium fluorescence, antagonist. inhibition, % at 3 µM. hit rate 1.5% among 360,000;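 active = inhibition above a per-plate cutoff, the mean inhibition of test compounds on that plate plus 3 SD, cut at about 49% in these data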;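 also: 0% = DMSO plus EC80 beta-PEA response and 100% = DMSO alone without agonist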
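Test system – hTAAR1-expressing CHO RD-HGA16 cells, Gα16-coupled · Reagent – β-PEA at EC80 concentration, post-compound challenge · Compound dosing – 3 µM, single point · Timing – 140 s kinetic read after compound, 140 s after agonist · Detection – Fluo-8 intracellular calcium dye fluorescence, real-time kinetic reads · Control set – DMSO and EC80 PEA controls · Repeats – n of 1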
* = called active by the depositor; . = no result given; & = joins results of further samples. Compounds were not picked by outcome; 3.3% or so of the library scored in one or more.

Sample of the layout (two entries):
SMILES	M1 ag	M1 ag parental	CHO-K1 Ca antag	M1 PAM parental	V1aR counter	TAAR1 agonist	OXTR potentiate	CHO parental Ca	TAAR1 antagonist
NS(=O)(=O)c1cc(C(=O)NCC2CCCCC2)ccc1Cl	-2	1.0	-7	1	1.3	1	0	-16	-12
CSc1ccc(/C=C2\CCn3c2nc2cc(C(=O)O)ccc2c3=O)cc1	-2	1.7	-14	1	12	1	-7	-2	4

Results, repeating the preview:
SMILES	M1 ag	M1 ag parental	CHO-K1 Ca antag	M1 PAM parental	V1aR counter	TAAR1 agonist	OXTR potentiate	CHO parental Ca	TAAR1 antagonist
NS(=O)(=O)c1cc(C(=O)NCC2CCCCC2)ccc1Cl	-2	1.0	-7	1	1.3	1	0	-16	-12
CSc1ccc(/C=C2\CCn3c2nc2cc(C(=O)O)ccc2c3=O)cc1	-2	1.7	-14	1	12	1	-7	-2	4
CC(/C=N/n1c(-c2ccccn2)n[nH]c1=S)=C\c1ccccc1	-3	-0.1	-1	6	0.2	3	1	-4	0
CC(C)(C)OC(=O)C[C@H]1C/C=C\C[C@@H](CC(=O)N[C@H](CO)Cc2ccccc2)C(=O)NC[C@@H](c2ccccc2)OC1=O	-4	-0.1	-5	5	0.1	7	-2	-15	35
Cc1ccc2cccc(NC(=O)C(F)(F)F)c2n1	-3	0.3	-8	11	1.8	14	-3	5	-7
Cc1ccc(OCC(=O)NNC(=O)C2CCN(c3nccc(C)n3)CC2)cc1	0	-0.6	-20	14	0.3	-3	-1	-9	-22
Cc1ccc(NC(=O)COc2ccc(C3SCCS3)cc2)cc1	-8	3.0	-4	2	4.7	6	-13	1	33
Cc1ccccc1NC(=O)Nc1c(C)n(C)n(-c2ccccc2)c1=O	-4	0.4	1	8	0.3	1	-8	-18	-7
Cc1cccc(-n2nc(C)c3c(C(=O)O)cc(-c4cccs4)nc32)c1	-14	-0.4	-6	12	-0.5	-1	-12	-8	10
CCc1nc(SCc2ccc(OC)cc2)n[nH]1	-2	0.2	16	-26	1.5	6	-9	-9	1
O=C(NC1CCCCC1)C(c1ccccc1)N(Cc1cccnc1)C(=O)c1csnn1 (stereo unspecified)	-5	0.2	-19	9	-0.6	-2	-5	-21	1
Cc1cccc2c1cnn2C(=O)CCC(=O)NCC(C)c1ccccc1 (stereo unspecified)	-4	0.5	-6	13	1.7	6	-8	-6	-31
Cc1cccc(Cc2nnc(CCC(=O)N3CCCCC3c3nccs3)o2)c1 (stereo unspecified)	-4	0.1	9	-9	2.1	11	-4	-8	8
O=C(Cn1c(=O)n(CC2CCCO2)c(=O)c2ccccc21)N1CCN(c2ccccc2)CC1 (stereo unspecified)	0	-0.3	-5	4	-0.8	9	-9	-17	2
O=C(N/N=C/c1ccc(O)cc1)NC12CC3CC(CC(C3)C1)C2	2	4.8	-4	-7	0.9	20	-22	-13	6
O=c1oc2c(-c3cccc(F)c3)cc(O)cc2s1	0	0.7	12	-13	-0.1	10	-9	-2	21
COc1ccc2[nH]c(=O)c(CN(CC3CCCO3)C(=O)Nc3ccc(F)cc3)cc2c1 (stereo unspecified)	-1	3.5	-3	18	.	24	.	.	81*
COC(=O)[C@]1(Cc2ccccc2)N[C@H](c2ccc(-c3cccc(Cl)c3)cc2)[C@@H]2C(=O)N(C)C(=O)[C@@H]21	4	1.2	-11	22	1.4	5	-4	-13	5
N#CC1(c2ccc(NC(=O)c3ccccc3)cc2)CCCC1	-2	1.4	-8	18	-0.2	.	-3	-5	.
CCC(C)(C)NC(=O)C(c1ccccn1)N(C(=O)c1csnn1)C1CCCCC1 (stereo unspecified)	-1	-0.1	3	-10	-0.1	4	-4	-9	13
CC(=O)NC(Cc1cccc(C)c1)C(=O)NC1CCN(C(=O)c2ccc([N+](=O)[O-])cc2)CC1 (stereo unspecified)	-6	0.1	-1	10	-0.7	6	-3	-1	-1
Nc1c(O)ccc2c1C(=O)c1ccccc1C2=O	.	.	.	.	1.2	2	-9	4	2
COc1ccc(CN2C(=NC(=O)C3CCCO3)SC3CS(=O)(=O)CC32)cc1 (stereo unspecified)	-2	0.4	-11	-6	0.2	6	-22	8	-8
CCC(=O)N1CCN(c2ccccc2NC(=O)c2ccc(OC)c(Cl)c2)CC1	-1	2.8	0	10	0.0	8	-4	-25	1
CCCCn1nnnc1C(c1ccccc1)N1CCN(c2cccc(C)c2C)CC1 (stereo unspecified)	.	0.5	-19	10	.	-2	.	.	0
Cc1c(O)ccc2c(O)c(NC(=O)c3ccc4c(c3)CCC(C)(C)O4)c(=O)oc12	3	0.5	-10	7	0.7	0	-8	3	5
COc1ccc(CNCCCn2cnc(C(=O)Nc3ccc(C)c(C)c3)n2)cc1	-2	2.0	4	12	.	5	.	.	-4
O=C(N/C(=C\c1ccc([N+](=O)[O-])cc1)C(=O)N1CCOCC1)c1cccc(Br)c1	-2	0.9	-8	-2	-0.4	-1	-4	-8	6
CC(=O)c1ccc(Nc2ncnc3c2oc2ccccc23)cc1	-1	0.1	13	-4	-0.8	11	-4	-25	-1
CNc1cncc(-c2ccoc2)n1	-3	0.0	-10	11	.	3	.	.	-4
CC1(c2ccc(C#N)cc2)NC(=O)N(CC(=O)Nc2cc(S(=O)(=O)N3CCOCC3)ccc2Cl)C1=O (stereo unspecified)	-14	1.0	-8	18	-0.9	2	-11	-9	-1
Cc1ccc(C(O)(C(=O)NNc2ccc3ccccc3n2)c2ccc(C)cc2)cc1	-6&-6	11&0.0	1&1	26&11	-0.9&-0.1	1&2	0&-4	0&-21	-7&-9
CC1CCCN(C2=C(Cl)C(=O)N(c3cccc(Cl)c3)C2=O)C1 (stereo unspecified)	-9	0.1	9	-8	-0.7	1	-7	-18	23
CC(=O)c1cccc(NC(=O)Nc2ccc(C)cc2)c1	2	3.8	9	10	5.5	14	-8	-8	28
Cc1cccc(S(=O)(=O)NC(=O)C2(C)CCN2C(=O)Cc2ccccc2)c1 (stereo unspecified)	-4	-0.5	17	-5	.	12	.	.	-23
Cc1noc(C)c1C(=O)NCCCN1CCCC1=O	-5	0.1	-8	5	1.1	12	-1	-1	-3
NC(=O)C(Cc1ccccc1)NS(=O)(=O)c1ccc(N2CCCC2=O)cc1 (stereo unspecified)	-3	0.9	-4	24	-1.2	10	-3	-7	8
COc1ccc(-c2cn3nc(C)c(C)nc3n2)cc1OC	-2	0.0	-3	-16	0.4	6	2	-10	-18
Cc1[nH]c(N=Nc2ccccc2)nc1N=Nc1ccccc1	-2	1.7	-1	-5	-1.6	0	-5	-6	12
COc1ccc(/C=C/C(=O)Nc2cc(C(F)(F)F)ccc2Cl)cc1	12	-0.1	-11	6	-0.1	1	-6	20	24
CC(=O)Nc1ccc(C(=O)OCC(=O)N(c2ccccc2)C2CCCCC2)cc1	-2	1.4	-6	-3	1.1	12	-8	-11	50*
O=C(OCc1ccccc1)N1CCOCCN(C(=O)OCc2ccccc2)CCOCC1	-7	1.7	-6	3	1.5	-2	-7	-16	-4
Cc1ccc(N2CC(C(=O)Nc3ccc(S(=O)(=O)N4CCOCC4)cc3)CC2=O)cc1 (stereo unspecified)	-7	-0.5	-3	4	-0.4	12	-10	-20	-2
CC1(c2nnc(-c3ccccc3)o2)CC(c2ccc(Cl)cc2)=NO1 (stereo unspecified)	-4	1.4	-14	25	0.1	1	-7	-20	7
NC(=O)CSc1oc(-c2ccco2)nc1S(=O)(=O)c1ccc(F)cc1	-3	0.7	-4	4	0.4	.	-2	-1	.
O=C(O)c1cccc(S(=O)(=O)N(Cc2ccccc2)c2cccc(C(F)(F)F)c2)c1	-8	1.1	-4	3	-0.4	-1	-4	-5	-7
Cc1ccc(NC(=O)CSc2nc3ccc(Nc4nc(N5CCOCC5)nc(N5CCOCC5)n4)cc3s2)cc1	-2	0.0	-4	6	.	-1	.	.	-17
Cc1ccc(S(=O)(=O)N2CCN(C(=O)c3ccco3)CC2)cc1	-3	0.6	-8	13	0.6	0	2	-12	-24
O=C(CSc1ccccc1Cl)NC1CCCc2ccccc21 (stereo unspecified)	-2	0.1	-2	3	-1.8	2	-7	-10	6
CCCCOC(=O)c1[nH]c(C)c(C(=O)OC)c1C	-4	0.4	4	6	-1.1	2	0	-23	-4
CCc1ccc(C(C)NC(=O)c2ncn[nH]2)cc1 (stereo unspecified)	-4	0.0	0	4	1.0	2	-7	3	0
COc1ccccc1S(=O)(=O)N(C)C[C@@H]1OCc2cn(nn2)CCCC(=O)N([C@@H](C)CO)C[C@H]1C	-4	0.8	-11	20	.	3	.	.	10
CS(=O)(=O)N(CC(=O)NCc1ccco1)c1ccc2c(c1)OCO2	-4	-0.2	-1	11	0.1	5	2	-1	2
N#CC1=C(N)S[C@H](C(=O)C23CC4CC(CC(C4)C2)C3)[C@H]1c1ccncc1	-3	0.8	7	-5	4.6	.	-7	-8	.
COc1ccc(C2CC(O)(c3ccccc3)Oc3cc(OC)c(OC)c(OC)c32)cc1 (stereo unspecified)	-9	-0.5	-17	12	-1.3	0	-10	-13	3
CCCOc1ccc(/C=N/Nc2ccccc2[N+](=O)[O-])c(O)c1	-9	-0.9	-2	32	1.1	1	-8	0	-6
CC(C)OC(=O)CSc1nnc(-c2ccccc2)n1N	-5	0.3	-8	25	1.2	6	-13	-6	-14
O=C(NCc1cn2ccsc2n1)c1cccs1	-3	0.1	10	-3	1.4	1	-3	0	-4
CC(C)(C)c1ccc(OCCCn2ccnc2)cc1	-8	3.6	-6	-6	7.1	1	-10	-16	6
O=S(=O)(NCc1ccc2c(c1)OCO2)c1ccc2c(c1)oc1ccccc12	-4	7.0	-11	11	2.3	0	-9	-9	6
(next part)
SMILES	M1 ag	M1 ag parental	CHO-K1 Ca antag	M1 PAM parental	V1aR counter	TAAR1 agonist	OXTR potentiate	CHO parental Ca	TAAR1 antagonist
O=C(NCCCC1CCCC1)C1CCC(=O)N(Cc2cccc(C(F)(F)F)c2)C1 (stereo unspecified)	-5	-0.3	-1	-20	.	-1	.	.	-6
Cc1noc(C)c1NC(=O)N(C)C[C@@H]1Oc2ccc(NS(=O)(=O)c3c(C)noc3C)cc2C(=O)N([C@H](C)CO)C[C@H]1C	7	0.1	-1	1	1.4	1	0	1	14
CSCCC(NC(=O)C1CC1)c1nc2ccccc2[nH]1 (stereo unspecified)	-4	0.6	4	14	-0.7	10	-3	-11	-3
Cc1cc(CC(C)C)n(-c2nc3ccccc3c(=O)n2OCC(=O)N(C)C)n1	-4	0.7	2	12	-0.4	10	-10	-17	-10
